WRN inhibitor – blocks human WRN helicase; Q14191; WRN helicase unwinding, fluorescent forked duplex, kinetic; Potency, µM (titrated, usually from 114 µM), without a hit: at the top dose activity change, negative = inhibition, actives largely listed as inhibitors; actives 0.46% (n = 360,000); further: potency means the concentration at half of the fitted maximal effect; on the % scale 0 is the no-effect control and ±100 the full control effect; nearly all actives have a fitted effect of over 55% in size
Target sequence (Q14191 whole entry, looked up): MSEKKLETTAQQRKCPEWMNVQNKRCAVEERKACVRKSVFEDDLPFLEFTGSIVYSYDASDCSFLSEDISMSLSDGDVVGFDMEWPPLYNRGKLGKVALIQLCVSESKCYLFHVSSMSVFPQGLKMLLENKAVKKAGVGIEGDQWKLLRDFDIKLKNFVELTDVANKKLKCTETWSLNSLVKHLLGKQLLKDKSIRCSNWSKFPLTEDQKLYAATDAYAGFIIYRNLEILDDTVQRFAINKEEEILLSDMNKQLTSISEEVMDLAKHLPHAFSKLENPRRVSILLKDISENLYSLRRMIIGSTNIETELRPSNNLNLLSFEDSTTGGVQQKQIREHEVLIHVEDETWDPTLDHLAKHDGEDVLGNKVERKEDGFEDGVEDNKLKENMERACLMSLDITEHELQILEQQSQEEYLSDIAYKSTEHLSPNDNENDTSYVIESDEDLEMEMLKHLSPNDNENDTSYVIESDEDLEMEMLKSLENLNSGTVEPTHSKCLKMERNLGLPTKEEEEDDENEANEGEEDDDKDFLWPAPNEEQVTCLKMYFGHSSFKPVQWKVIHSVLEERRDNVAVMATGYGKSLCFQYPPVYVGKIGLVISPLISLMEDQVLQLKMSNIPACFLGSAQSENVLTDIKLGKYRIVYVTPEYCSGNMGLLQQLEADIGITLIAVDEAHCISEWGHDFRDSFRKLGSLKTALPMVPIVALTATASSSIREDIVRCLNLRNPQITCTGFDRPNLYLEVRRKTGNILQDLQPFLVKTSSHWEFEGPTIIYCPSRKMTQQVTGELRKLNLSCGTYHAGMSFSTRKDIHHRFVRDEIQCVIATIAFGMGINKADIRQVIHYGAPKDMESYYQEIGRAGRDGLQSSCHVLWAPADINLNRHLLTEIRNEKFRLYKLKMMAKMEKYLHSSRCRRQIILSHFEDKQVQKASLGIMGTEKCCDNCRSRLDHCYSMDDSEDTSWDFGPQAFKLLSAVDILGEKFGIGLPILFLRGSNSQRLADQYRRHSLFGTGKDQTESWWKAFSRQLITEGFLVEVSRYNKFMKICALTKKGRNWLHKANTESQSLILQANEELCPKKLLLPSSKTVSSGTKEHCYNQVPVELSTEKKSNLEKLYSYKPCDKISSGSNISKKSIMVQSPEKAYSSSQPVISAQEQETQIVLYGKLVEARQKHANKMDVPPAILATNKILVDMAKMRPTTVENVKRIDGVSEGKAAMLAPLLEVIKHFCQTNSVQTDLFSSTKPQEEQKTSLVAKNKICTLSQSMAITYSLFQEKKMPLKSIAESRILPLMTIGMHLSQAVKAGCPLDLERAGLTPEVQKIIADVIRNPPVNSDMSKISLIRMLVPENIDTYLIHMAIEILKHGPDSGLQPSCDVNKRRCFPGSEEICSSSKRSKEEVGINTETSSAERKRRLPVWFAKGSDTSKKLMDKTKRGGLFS
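Enzyme (20 nM final) and test compound sit together 15 min at room temperature before substrate addition. Substrate is a single-forked duplex oligonucleotide (100 nM) labelled with fluorophore and quencher, with 2 mM ATP; helicase unwinding raises red fluorescence, read kinetically.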
CCT modulator – changes cytosolic chaperonin activity; purified chaperonin ATPase assay, HTRF ADP detection, 30 min; AID 651819; actives 0.3% (n = 360,000); activity change, % (concentration not given with the values), hits read low; in the data active means activity change below about -30%; further: on the % scale 0 is the no-effect control and ±100 the full control effect
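TRiC (40 or 20 nM final, by batch activity) in 30 mM Tris pH 7.4, 100 mM KCl, 5 mM MgCl2, 1 mM DTT was treated with compound at 76 uM single dose, then 10 uM ATP, 30 min at 37 °C. ADP was read by HTRF Transcreener.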
EPAC1 ag – agonists of human EPAC1; EPAC1 agonist qHTS, biochemical assay; response scale: 100% = response to 6.5 mM cAMP; Potency, µM (top dose mostly 154 µM), for the others: top-dose activation, actives largely listed as activators; actives 0.073% (n = 360,000); AID 720707; further: potency means the concentration at half of the fitted maximal effect; nearly all actives have a fitted effect of over 60% in size
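Read-out is the fluorescence drop as BODIPY-GDP leaves Rap1B (480 nm excitation, 540 nm emission), recorded every 5 minutes over 30 minutes. Reactions held 100 nM EPAC1, 250 nM Rap1B–BODIPY-GDP and 50 uM GDP, with 6.5 mM cAMP setting full activation.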
Mm-Cpn inhibitor – M. maripaludis TRiC chaperonin inhibition; purified Mm-Cpn ATPase, ADP Transcreener TR-FRET; Potency, µM (doses to about 76.9 µM), for inactives: at the highest dose activity, negative = inhibition, usual class: inhibitors; actives 0.031% (n = 330,000); further: potency means the concentration at half of the fitted maximal effect; on the % scale 0 is the no-effect control and ±100 the full control effect; nearly all actives have a fitted effect of over 80% in size
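Quantitative HTS used 25 nM Mm-CPN and 10 uM ATP in magnesium/KCl Tris buffer, pH 7.4, with 1 mM DTT. Hydrolysis ran 30 min at 37°C; ADP was read by HTRF.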
PLK1 PBD inh – blocks phosphopeptide binding to human PLK1 polo-box domain; Plk1 PBD binding of FITC phosphopeptide, fluorescence polarization; Potency, µM, for the others: max response, negative = inhibition, hits mostly inhibitors; actives 2.8% (n = 360,000); further: potency means the concentration at half of the fitted maximal effect; series mostly up to about 57 µM; on the % scale 0 is the no-effect control and ±100 the full control effect; nearly all actives have a fitted effect of over 65% in size
EPAC2 antagonist – EPAC2 (human) antagonism. actives 0.18% (n = 360,000). Potency, µM (highest dose often 114 µM), for inactives: at the top dose activity, negative = inhibition, actives largely listed as inhibitors. EPAC2 GEF exchange of Rap1B-BODIPY-GDP, fluorescence. Q8WZA2; further: potency means the concentration at half of the fitted maximal effect; on the % scale 0 is the no-effect control and ±100 the full control effect; nearly all actives have a fitted effect of over 45% in size; many of its hits are not listed in these tables
EPAC1 antag – antagonists of human EPAC1 | actives 0.14% (n = 360,000) | EPAC1 GEF assay, Rap1b-BODIPY-GDP exchange fluorescence | O95398 | Potency, µM (titrated, usually from 115 µM), for the others: at the highest dose activity change, negative = inhibition, actives largely listed as inhibitors;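 further: potency means the concentration at half of the fitted maximal effect; plate controls were vehicle for no effect and positive control for full effect; nearly all actives have a fitted effect of over 50% in size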
PI5P4K alpha inh – inhibitors of human PI5P4K alpha; actives 1.2% (n = 330,000); max response, %; PI5P4Kalpha enzyme, ADP-Glo luminescence, 60 min; stronger effect = lower value; P48426; active means max response of -50% or lower; inconclusive means between -30% and -50%; inactive means -30% or higher; further: value at the top dose of about 77 µM; on the % scale 0 is the no-effect control and ±100 the full control effect
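qHTS, 1536-well: enzyme/substrate mix, compound by pin tool, 5 microM ATP final; RT 60 min; ADP-Glo reagents 1 (45 min) then 2 (30 min); luminescence.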
The depositor's hits bear a star; ? = inconclusive; . = not tested or not shown; [ ] = dose if it differs, or a comment. Unless noted, the call rests on the fitted dose curve; in most records, active means well fitted curve in the direction sought with a large enough effect; inconclusive means small, poorly fitted or top-dose-only effect, or another doubt; inactive means no such curve, though single readings can be large; an effect the other way counts as inactive or inconclusive. An excerpt; rates above refer to the full screens.

1	O=C(c1c(F)c(F)c(F)c(F)c1F)N1CCN(Cc2ccc3c(c2)OCO3)CC1
2	COc1cccc(N2CC(C(=O)Nc3nnc(SCC(=O)NCc4ccco4)s3)CC2=O)c1 (configuration not stated)
3	Cc1ccccc1C(=O)OCCN1CCOCC1
4	CCc1ccccc1NC(=S)N(CCN(C)C)C(C)c1ccccn1 (configuration not stated)
5	O=C(Nc1c(-c2cccs2)nc2ccccn12)c1ccccc1F
6	COCCNC(=O)C1(C)CCN(C(=O)c2sccc2C)C1 (configuration not stated)
7	CCOc1ccc(S(=O)(=O)Nc2ccc3c(c2)OCO3)c2cccnc12
8	Cc1csc(NC(=O)CSc2nnc(-c3ccc(S(=O)(=O)N4CCCC4)cc3)o2)n1

entry no. | 1 | 2 | 3 | 4 | 5 | 6 | 7 | 8
WRN inhibitor | -5% | -30% | 8% | -6% | 3% | -5% | -8% | -9%
CCT modulator | 2.6 | -2.0 | 2.3 | -1.2 | -2.0 | -0.3 | 1.5 | 0.7
EPAC1 ag | -8% | 0% | -9% | 5% | 2% | 3% | -1% | -11%
Mm-Cpn inhibitor | . | -4% | -1% | -5% | 0% | . | 0% | 1%
PLK1 PBD inh | -8% | ? | -5% | -2% | 7% | -2% | -12% | 5%
EPAC2 antagonist | 0% | -8% | 12% | 2% | -6% | 5% | -6% | 8%
EPAC1 antag | -20% | -17% | 5% | 4% | -5% | -9% | -2% | -21%
PI5P4K alpha inh | 2 | -61* | -4 | . | -5 | 1 | -10 | -9

9	Cc1ccc(S(=O)(=O)N(CC(=O)NCc2cccnc2)C2CCCCC2)cc1
10	O=C(CCc1ccccc1)c1nnc(-c2ccccc2)o1
11	Nc1ccc(Nc2ccccc2)c(S(=O)(=O)O)c1
12	COC(=O)c1ccc2nc(-c3ccccc3)c(Cc3cccc(F)c3)n2c1
13	COc1ccc(NC(=O)c2ccc(NC(=O)c3ccncc3)cc2)cc1
14	NCc1cc2c3c(c1)CCCN3CCC2
15	CC(C)(C)C(=O)NC1CC2CCCC(C1)N2C(=O)Nc1ccccc1Cl (configuration not stated)
16	CCC(=O)Nc1ccc(-c2csc(C)n2)cc1

entry no. | 9 | 10 | 11 | 12 | 13 | 14 | 15 | 16
WRN inhibitor | -3% | -10% | ? | -2% | 12% | -3% | -2% | 3%
CCT modulator | 0.1 | -0.3 | 1.5 | -0.3 | 0.3 | 1.6 | -1.7 | -0.4
EPAC1 ag | 2% | 10% | -15% | 10% | -2% | -1% | 13% | 0%
Mm-Cpn inhibitor | -3% | -4% | -6% | . | -2% | 0% | -1% | -3%
PLK1 PBD inh | -5% | -10% | -28% | 9% | -5% | 0% | 5% | 3%
EPAC2 antagonist | 1% | 0% | 15% | ? | 3% | 1% | 5% | -6%
EPAC1 antag | -13% | -13% | -30% | 11% | 18% | 0% | 10% | 3%
PI5P4K alpha inh | -2 | 0 | -25 | 0 | -2 | -4 | -1 | -9

17	COc1ccc2nc3cccc(OC)c3nc2c1
18	CN(C)S(=O)(=O)c1ccc(C(=O)OCCn2cnc3c2c(=O)n(C)c(=O)n3C)cc1
19	CCOC(=O)C1=C(C)NC(=O)NC1/C=C\c1ccccc1 (configuration not stated)
20	COCCn1c(C)cc(C(=O)CSc2nnc(C3CC3)n2C2CC2)c1C
21	CCc1ccc(OCCOCCN2CCN(C)CC2)cc1
22	O=C(NCCc1c[nH]c2ccccc12)C(=O)NCC(c1ccco1)N1CCN(c2ccccc2F)CC1 (configuration not stated)
23	CCC(C)NC(=O)CO/N=C/c1ccccc1OC(F)F (configuration not stated)
24	O=C(O)c1ccc(CNC(=O)c2ccc(S(=O)(=O)N3CCCC3)cc2)cc1

entry no. | 17 | 18 | 19 | 20 | 21 | 22 | 23 | 24
WRN inhibitor | 0%[11.6 µM] | 4% | -1% | -2% | 2% | 4% | -5% | 0%
CCT modulator | -2.8 | -12 | 0.4 | 1.2 | 1.5 | -2.4 | 1.0 | -1.2
EPAC1 ag | -4% | 1% | -1% | -3% | -11% | 15% | -3% | 5%
Mm-Cpn inhibitor | -4% | 1% | -1% | -1% | -8% | -1% | 1% | .
PLK1 PBD inh | ? | -12% | -3% | 0% | -1% | -14% | 3% | 6%
EPAC2 antagonist | 1% | 0% | 7% | 5% | 7% | -1% | 7% | 2%
EPAC1 antag | 1% | 3% | 1% | -3% | -14% | -8% | -18% | 13%
PI5P4K alpha inh | -7 | 4 | 3 | 2 | 2 | 8 | -4 | 0

25	CN(CC(=O)Nc1ccccc1Br)C(=O)c1n[nH]c2ccccc12
26	c1ccn(-c2ccc(N3CCOCC3)cc2)c1
27	CCOc1cc(CNCc2ccccc2)ccc1OCC(=O)NC1CCCCC1
28	CCCCSc1cc(C)nc2ncnn12
29	Cc1ccsc1C(=O)NNC(=O)COc1ccc(Br)cc1
30	CN(C)S(=O)(=O)c1cccc(NC(=O)COC(=O)c2cccn2C)c1
31	CCCCNS(=O)(=O)c1cccc(NC(=O)[C@H]2C[C@H](O)[C@@H](CO)O2)c1
32	O=C1COc2ccc(C(=O)CSc3nc4ccccc4c(=O)n3-c3ccc(Cl)c(Cl)c3)cc2N1

entry no. | 25 | 26 | 27 | 28 | 29 | 30 | 31 | 32
WRN inhibitor | -26% | 11% | 2% | 7%[57.1 µM] | 1% | 1% | 1% | -7%
CCT modulator | -1.6 | 0.0 | -1.6 | -1.2 | -0.5 | 0.3 | 0.1 | -0.4
EPAC1 ag | 9% | -8% | -8% | -5% | 12% | 6% | 5% | -2%
Mm-Cpn inhibitor | -4% | -1% | -2% | -4% | 0% | -4% | . | -2%
PLK1 PBD inh | -6% | -8% | 2% | -1% | -3% | 2% | -9% | -6%
EPAC2 antagonist | 7% | 2% | -2% | 11% | 8% | -2% | 23% | 11%
EPAC1 antag | -19% | 13% | 4% | 6% | 0% | 1% | -7% | 7%
PI5P4K alpha inh | -1 | 3 | 0 | -7 | 0 | 2 | 8 | 9

33	Cc1cc(C)c2ccc(C)[n+]([O-])c2c1O
34	CC(=O)c1ccc(OCc2cc(C(=O)N3CC4C[C@@H]5CC3C[C@H](C4)C5)no2)cc1
35	CC(C)(C)C1CCc2c(C(=O)NNC(=O)/C=C/C(=O)O)csc2C1 (configuration not stated)
36	CCOC(=O)c1cnn(-c2ccc(C(F)(F)F)cn2)c1N
37	COc1ccc(/C=C2\SC(=O)N(CC(=O)Nc3ccccc3O)C2=O)cc1OC
38	CC(C)c1ccc(NC(=O)[C@@H](NC(=O)N2CC(=O)Nc3ccccc32)C(C)C)cc1
39	Cc1c(O)nc(SCC(=O)Nc2ccc3c4c(cccc24)CC3)n(-c2ccc(F)cc2)c1=O
40	Cc1ccccc1NC(=O)C1CC(=O)N(c2ccc3c4c(cccc24)CC3)C1 (configuration not stated)

entry no. | 33 | 34 | 35 | 36 | 37 | 38 | 39 | 40
WRN inhibitor | -1% | -21% | -8% | 2% | -4%[57.1 µM] | 0% | ? | -15%
CCT modulator | -2.1 | -1.9 | -3.6 | -2.0 | 0.5 | -1.3 | -2.2 | -1.6
EPAC1 ag | 2% | -5% | -38%[inhibitor] | -3% | -44%[inhibitor] | 2% | -9% | 10%
Mm-Cpn inhibitor | -2% | 0% | 1% | 1% | 1% | -2% | 1% | 1%
PLK1 PBD inh | -9% | -1% | -13% | -13% | 5% | 0% | -10% | -3%
EPAC2 antagonist | -2% | 0% | 10% | -2% | -4% | -7% | 3% | -4%
EPAC1 antag | -13% | 5% | -3% | 0% | -6% | 2% | 13% | -9%
PI5P4K alpha inh | . | -4 | -69* | . | -2 | 20 | -7 | .

Pulled one by one from above, three records:
39	Cc1c(O)nc(SCC(=O)Nc2ccc3c4c(cccc24)CC3)n(-c2ccc(F)cc2)c1=O
35	CC(C)(C)C1CCc2c(C(=O)NNC(=O)/C=C/C(=O)O)csc2C1 (configuration not stated)
33	Cc1cc(C)c2ccc(C)[n+]([O-])c2c1O

entry no. | 39 | 35 | 33
WRN inhibitor | ? | -8% | -1%
CCT modulator | -2.2 | -3.6 | -2.1
EPAC1 ag | -9% | -38%[inhibitor] | 2%
Mm-Cpn inhibitor | 1% | 1% | -2%
PLK1 PBD inh | -10% | -13% | -9%
EPAC2 antagonist | 3% | 10% | -2%
EPAC1 antag | 13% | -3% | -13%
PI5P4K alpha inh | -7 | -69* | .

(continued)
41	CCc1cc(=O)oc2c(C)c(OC(C)C(=O)NCCCN3CCOCC3)ccc12 (configuration not stated)
42	CCOc1ccc(/C=N/n2c(SC)nnc2-c2ccccc2)cc1OCC
43	COc1ccc(C2CCCN2C(=O)Nc2cccc(C(C)=O)c2)cc1OC (configuration not stated)
44	Cc1cccc(C)c1N1C(=O)CN(Cc2ccccc2)C1=S
45	O=C(CN(c1ccc(F)cc1)S(=O)(=O)c1ccc2c(c1)OCCO2)N1CCOCC1
46	Cc1ccc(NC(=O)CSc2nnc(CNC(=O)c3c(F)cccc3Cl)o2)cc1
47	O=C(Nc1cccc(C(=O)N2CCCc3ccccc32)c1)c1ccccc1
48	O=C(Nc1ncc2c(n1)-c1ccccc1OC2)c1ccccc1Cl

entry no. | 41 | 42 | 43 | 44 | 45 | 46 | 47 | 48
WRN inhibitor | 3% | -7% | -2% | 7% | -1% | 8% | -4% | -4%
CCT modulator | 1.8 | -2.3 | -2.4 | 1.1 | -2.0 | 0.9 | -2.7 | -0.5
EPAC1 ag | 5% | 2% | 1% | 6% | 0% | -2% | 10% | 3%
Mm-Cpn inhibitor | -2% | 2% | 1% | 1% | -1% | 1% | -4% | -5%
PLK1 PBD inh | 0% | -6% | -13% | -3% | 1% | -15% | 4% | -8%
EPAC2 antagonist | 3% | -3% | -4% | -6% | -6% | 1% | -4% | 16%
EPAC1 antag | 8% | -3% | -9% | 10% | -2% | -1% | -7% | 0%
PI5P4K alpha inh | -1 | 1 | 7 | 2 | 5 | 0 | -2 | -3

49	COc1ccc(Nc2ccc(S(=O)(=O)N3CCCCC3)cc2[N+](=O)[O-])cc1
50	CCOC(=O)c1cc(C(=O)OCC)c(=O)[nH]c1N1CCCCC1
51	COc1cccc(NC(=S)Nc2cccc3ccccc23)c1
52	Cc1nn(CC(=O)Nc2ccc(C(C)C)cc2)c(C)c1[N+](=O)[O-]

entry no. | 49 | 50 | 51 | 52
WRN inhibitor | 6% | 3% | 3% | 3%
CCT modulator | -3.3 | 1.5 | -1.1 | 1.2
EPAC1 ag | 9% | 0% | 6% | -7%
Mm-Cpn inhibitor | 0% | 1% | 2% | -4%
PLK1 PBD inh | -15% | 2% | -19% | 1%
EPAC2 antagonist | -3% | -6% | -6% | 1%
EPAC1 antag | 9% | -14% | -22% | -3%
PI5P4K alpha inh | 3 | -2 | 2 | -8

Screening data: PubChem BioAssay, National Center for Advancing Translational Sciences (NCATS)
